Compound activity deposited in PubChem BioAssay by several laboratories.
HTR5A inv ctr – inverse agonist of human HTR5A in OPRM1-OPRD1 counter-screen | HTR5A cell line, luminescence, inverse agonism | actives 0.083% (n = 340,000) | inhibition, % at 9.3 µM; in the data active means inhibition mostly above about 23%, no sharp cut-off; inactive means mostly below about 18%;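 further: 0% = cells with DMSO and 100% = no-cell wells with DMSO; some compounds called inactive have numbers as strong as hits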
Target sequence (P47898 whole entry, looked up): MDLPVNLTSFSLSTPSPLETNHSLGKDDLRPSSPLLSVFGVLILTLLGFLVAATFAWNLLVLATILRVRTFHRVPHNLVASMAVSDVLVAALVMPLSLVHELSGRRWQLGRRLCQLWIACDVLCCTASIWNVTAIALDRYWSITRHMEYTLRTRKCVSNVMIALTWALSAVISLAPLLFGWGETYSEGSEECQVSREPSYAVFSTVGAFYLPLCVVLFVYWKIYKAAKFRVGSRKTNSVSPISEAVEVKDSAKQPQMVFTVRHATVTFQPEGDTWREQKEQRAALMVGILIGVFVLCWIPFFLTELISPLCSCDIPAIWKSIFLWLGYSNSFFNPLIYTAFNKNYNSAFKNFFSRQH
Tat transport – blocks Tat-dependent protein export in E. coli; E. coli MC4100 TorA-mCherry Tat export, fluorescence; inhibition, % at 10 µM; actives 0.036% (n = 340,000);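 active means mean replicate inhibition at least 50% and at least half of replicates individually reaching 50%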;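 further: exported cargo escapes ClpAP degradation while cytoplasmic cargo is degraded and loses fluorescence; 0% = median of neutral control wells and 100% = median of NaSCN control wells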
MOR-DOR ag – agonists of human mu-delta opioid receptor heterodimerization | P35372+P41143 | cells, OPRM1-OPRD1 heterodimerization, luminescence | activation, % at 9.3 µM | actives 0.3% (n = 340,000) | AID 504326; in the data active means activation above about 18%;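 further: 0% = vehicle-treated cells and 100% = reference agonist; values of inactives mirror those of a sister screen read the other way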
Ecoli viability – counter-screen for AddAB inhibitors: E. coli growth inhibition | E. coli V3065 growth, OD600 absorbance, 18 h | inhibition, % at 11.9 µM | actives 0.27% (n = 330,000);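 active means inhibition above the campaign's mean inhibition across all tested compounds plus 3 SD, cut at about 9.9% in these data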;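 further: uninfected addAB+ strain grown without phage in ampicillin broth; 0% = DMSO wells and 100% = ciprofloxacin 0.95 µg/ml wells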
PKA-R1A activ – activates the PKA-R1A holoenzyme complex | PKA-R1A dissociation, Cy5-IP20 fluorescence polarization; scaled: DMSO 0%, 113 µM cGMP 100% | activation, % at 11.4 µM | actives 0.083% (n = 340,000) | AID 504707 | P00514+P68181;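 active means percent activation above the mean of all tested compounds plus 3 SD, cut at about 19% in these data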;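 further: higher means more PKAc released from R1A so a rise in polarization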
PfHsp90 yeast 2 – growth inhibition of yeast expressing Plasmodium Hsp90; AID 504621; actives 0.32% (n = 310,000); S. cerevisiae expressing PfHsp90, BacTiter-Glo ATP, 48 h; yeast lacking PDR1 and PDR3 efflux regulators; inhibition, % at 9.4 µM;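 active means every replicate shows inhibition above about 80%, whatever the replicate mean, limit read from the data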;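 further: 0% = DMSO neutral controls and 100% = 20 µM radicicol positive controls; yeast relying on Plasmodium falciparum Hsp90 in place of its own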
phage Ecoli inh – E. coli growth loss with phage present. growth absorbance. inhibition, % at 11.9 µM. actives 0.26% (n = 360,000). AID 651602; in the data active means inhibition above about 11%
PKA-R2B act – PKA-R2B complex activation; P22694+P31323; PKA-R2B holoenzyme dissociation, Cy5-IP20 fluorescence polarization; R2B truncated from residue 108, S112A mutant; 0% DMSO only, 100% 113 µM cGMP; activation, % at 11.4 µM; actives 0.079% (n = 340,000);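 active means activation above a cutoff set at the mean over all compounds plus 3 SD, cut at about 18% in these data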;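 further: higher means more holoenzyme dissociation and a rise in polarization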
Target sequence (P31323 whole entry, looked up, other chains not shown, the tested form may be a part): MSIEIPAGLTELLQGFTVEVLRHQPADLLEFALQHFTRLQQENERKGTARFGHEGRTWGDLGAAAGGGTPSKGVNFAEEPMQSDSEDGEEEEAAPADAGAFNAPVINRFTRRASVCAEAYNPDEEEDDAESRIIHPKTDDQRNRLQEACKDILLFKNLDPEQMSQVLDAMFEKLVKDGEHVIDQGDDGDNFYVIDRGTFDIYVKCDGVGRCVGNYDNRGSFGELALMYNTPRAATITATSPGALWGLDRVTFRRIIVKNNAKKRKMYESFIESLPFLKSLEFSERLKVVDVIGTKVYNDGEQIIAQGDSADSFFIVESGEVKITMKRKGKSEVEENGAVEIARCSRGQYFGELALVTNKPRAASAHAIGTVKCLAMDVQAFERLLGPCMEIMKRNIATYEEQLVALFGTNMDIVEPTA
SUMO Mot1 rescue – blocks SUMOylation pathway, rescuing yeast Mot1-301 growth; AID 2716; growth rescue, % at 18.8 µM; S. cerevisiae Mot1-301 growth rescue, ATP luminescence, 38.5C; percent above DMSO median, 100 means doubled; actives 1% (n = 320,000);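 active means every valid replicate shows activation above 250% relative to neutral control wells; inactive means the rest, any valid replicate at or below 250%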;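 further: OY570 slx delta 5 strain wells were the positive control but not used for scaling; some compounds called inactive have numbers as strong as hits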
OPRM1-OPRD1 inv – inverse agonist of human OPRM1-OPRD1 heterodimerization. P35372+P41143. cell-based MOR-DOR heterodimer luminescence, inverse agonism. inhibition, % at 9.3 µM. actives 0.21% (n = 340,000). AID 504357; in the data active means inhibition above about 22%, passing the limit was not always enough;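 further: 0% = cells with DMSO and 100% = wells without cells with DMSO; values of inactives mirror those of a sister screen read the other way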
AddAB inh – less growth of phage-infected E. coli with AddAB. inhibition, % at 11.9 µM. E. coli expressing H. pylori AddAB, absorbance growth. actives 0.29% (n = 330,000); in the data active means inhibition above about 12%;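 further: 0% = vehicle wells of infected cells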
* marks the source's active call; other numbers are inactive results; · = not tested or not shown. Compounds as they come; 2.2% or so of the library scored in one or more.

SMILES	HTR5A inv ctr	Tat transport	MOR-DOR ag	Ecoli viability	PKA-R1A activ	PfHsp90 yeast 2	phage Ecoli inh	PKA-R2B act	SUMO Mot1 rescue	OPRM1-OPRD1 inv	AddAB inh
O=C(NCc1ccc2c(c1)OCO2)c1cc2ccccc2o1	-12	3	-0.3	0.5	-15	36	2.5	0	3	2	1.2
COc1ccc(CCN(Cc2nc3ccccc3c(=O)[nH]2)C(=O)C2CC2)cc1	2	5	-1.0	-3.1	3	17	3.9	19*	-12	5	2.9
Cc1cc(=O)oc2cc(OCC(=O)Nc3ccc(F)cc3F)ccc12	9	1	-2.0	·	-13	20	1.9	2	·	13	·
O=C(NCCc1ccc(F)cc1)Nc1ccccc1	0	-2	0.3	0.6	-5	17	2.5	-4	2	-2	-0.8
Cc1c(NC(=O)Cn2nc(C(F)(F)F)c3c2CCCC3)c(=O)n(-c2ccccc2)n1C	17	-4	-2.7	0.7	6	38	0.6	-3	103	11	5.3
COC(=O)c1c(-c2c(Cl)cccc2Cl)noc1NC(=O)NN1CCCCC1	17	-2	-1.3	0.3	-7	-12	2.5	-4	-22	7	-0.2
O=C(Nc1nccs1)C1C2CC3OC(=O)C1C3C2 (stereo unspecified)	9	0	-2.3	2.2	1	30	0.5	-10	-14	10	3.5
Oc1[nH]c2ccc(Br)cc2c1N=Nc1ccc(C(F)(F)F)cn1	-8	4	0.4	-2.9	-9	-35	4.9	-8	58	-3	4.4
O=C(NNC(=O)c1nn(-c2ccc(F)cc2)ccc1=O)c1ccc(C(F)(F)F)cc1	-7	-1	-2.5	-2.1	-4	-3	-0.1	0	-1	12	-2.1
O=C(C(=O)N1CCOCC1)c1cn(CC(=O)N2CCc3ccccc3C2)c2ccccc12	1	6	-2.9	0.6	-13	·	-0.5	3	-1	15	1.5
O=C(NCc1ccccc1)c1ccc[n+]([O-])c1	-1	4	-0.4	-0.5	-9	8	-0.2	3	24	2	4.3
Cc1ccc(C(=O)N2CCC3(CC2)NCCc2[nH]cnc23)cc1C	4	-2	-0.9	-3.4	-5	-7	-0.3	-3	-5	5	6.0
Cc1ccc(NS(=O)(=O)c2c(C(=O)N3CCCC3)c(C)n(C)c2C)cc1	17	-8	-1.9	0.7	-1	-4	2.6	7	-1	10	3.5
CC(C)C(NC(=O)c1c(F)cccc1F)C(=O)NCc1ccc(S(=O)(=O)N2CCOCC2)cc1 (stereo unspecified)	19	-7	-3.7	-2.5	-2	-2	0.8	1	6	16	0.9
O=C(CCCCn1cnc2c(=S)nc[nH]c21)Nc1ccc(C(=O)O)c(O)c1	3	2	-3.0	·	-6	·	-0.9	-11	·	16	·
O=C(CN1C(=O)C2CC=CCC2C1=O)Nc1nc(-c2ccc(F)c(F)c2)cs1 (stereo unspecified)	0	-4	3.5	2.0	-2	-7	0.8	-8	25	-18	3.7
CC(=O)N(Cc1cc(=O)[nH]c2ccccc12)c1cccc(C)c1	2	-23	0.9	-0.2	12	-2	2.2	5	-1	-5	3.9
CNC(=S)NCCc1ccccc1	-10	1	-1.1	1.0	-1	11	2.7	-1	-20	5	2.4
Cc1cc(C(=O)NNC(=O)c2ccc(Cl)cc2)no1	14	-13	-1.8	-0.5	-2	-10	-0.7	2	-13	9	0.4
CCCn1c(/C=C/c2ccccc2)nc2ccccc21	8	-4	0.9	-1.1	-7	13	1.5	-1	-9	-5	0.5
O=C(CNS(=O)(=O)c1ccccc1)OCC(=O)c1ccc(F)cc1	-36	1	-1.2	1.5	4	-4	0.9	1	-7	8	5.6
CC(Oc1ccccc1)C(=O)N1CCc2ccccc2C1 (stereo unspecified)	-12	-10	0.5	-2.8	-16	10	2.1	-1	92	-2	1.6
O=C(CNCc1ccc(Cl)cc1)Nc1ccc(C(=O)N2CCCCC2)cc1	-25	-1	0.5	-4.0	8	-24	0.6	13	1	-4	1.5
COc1ccc(CCNC(=O)CCCCCN2C(=O)c3ccccc3C2=O)cc1OC	-2	1	-0.4	1.1	-10	-21	1.3	8	-2	3	-0.8

The final 5 records of the part above open the next one.
SMILES	HTR5A inv ctr	Tat transport	MOR-DOR ag	Ecoli viability	PKA-R1A activ	PfHsp90 yeast 2	phage Ecoli inh	PKA-R2B act	SUMO Mot1 rescue	OPRM1-OPRD1 inv	AddAB inh
CCCn1c(/C=C/c2ccccc2)nc2ccccc21	8	-4	0.9	-1.1	-7	13	1.5	-1	-9	-5	0.5
O=C(CNS(=O)(=O)c1ccccc1)OCC(=O)c1ccc(F)cc1	-36	1	-1.2	1.5	4	-4	0.9	1	-7	8	5.6
CC(Oc1ccccc1)C(=O)N1CCc2ccccc2C1 (stereo unspecified)	-12	-10	0.5	-2.8	-16	10	2.1	-1	92	-2	1.6
O=C(CNCc1ccc(Cl)cc1)Nc1ccc(C(=O)N2CCCCC2)cc1	-25	-1	0.5	-4.0	8	-24	0.6	13	1	-4	1.5
COc1ccc(CCNC(=O)CCCCCN2C(=O)c3ccccc3C2=O)cc1OC	-2	1	-0.4	1.1	-10	-21	1.3	8	-2	3	-0.8
CCOc1ccc(Cn2c(=O)sc3ccccc32)cc1	-6	10	-0.4	2.8	-10	-11	-0.5	2	-16	2	1.2
Cc1cc(C(=O)N2CCN(C(c3ccccc3)c3ccccc3)CC2)no1	25	11	4.2	-0.7	-11	-11	1.2	-10	13	-23	0.4
O=C(NCc1ccco1)c1ccc(S(=O)(=O)N2CCCCCC2)cc1	-8	0	-1.7	0.3	-4	27	2.2	-7	·	6	0.6
CCCCOc1ccc(C(=O)OCC(=O)NC2CCCC2)cc1	3	14	3.3	-1.8	-1	-2	0.6	2	-1	-16	-0.2
Cc1ccc(NC(=O)CS(=O)CC(=O)NC23CC4CC(CC(C4)C2)C3)cc1 (stereo unspecified)	6	1	-0.9	0.1	2	19	4.7	-5	-5	5	3.0
O=C(NCCc1ccccc1)C(=S)N1CCCCC1	-13	-2	-1.5	-1.7	-7	·	2.6	9	5	8	-1.4
COc1cc(NC(=O)C2CCCN(c3ncccn3)C2)cc(OC)c1 (stereo unspecified)	-21	2	-1.1	1.3	-3	·	2.9	-2	129	7	-1.1
CN(C(=O)COC(=O)c1cc[n+]([O-])cc1)c1ccccc1	10	9	-1.1	0.3	-8	-18	2.5	-3	-1	8	5.3
CCn1ncc(Br)c1C(=O)Nc1cccc(C(C)=O)c1	-2	6	-0.7	-1.4	-4	-17	1.9	0	-11	3	-0.7
Cc1ccc(C(=O)C2CC2)c(C)c1	-4	2	-2.8	·	-3	11	2.3	0	·	14	·
CC(=O)c1c(C)[nH]c(C(=O)NCc2ccccc2Cl)c1C	2	1	-1.5	0.8	-5	13	3.3	-4	99	7	-0.9
CN(C)CCn1cnc2c1c(=O)n(C)c(=O)n2C	·	10	·	-0.7	-13	28	-0.4	-7	-8	·	-1.2

Shown as a hit in PKA-R2B act (from the list above):
Molecule | Tat transport | MOR-DOR ag | PKA-R1A activ | phage Ecoli inh | PKA-R2B act | SUMO Mot1 rescue | OPRM1-OPRD1 inv | AddAB inh
COc1ccc(CCN(Cc2nc3ccccc3c(=O)[nH]2)C(=O)C2CC2)cc1 | 5 | -1.0 | 3 | 3.9 | 19* | -12 | 5 | 2.9

Additional records
SMILES	HTR5A inv ctr	Tat transport	MOR-DOR ag	Ecoli viability	PKA-R1A activ	PfHsp90 yeast 2	phage Ecoli inh	PKA-R2B act	SUMO Mot1 rescue	OPRM1-OPRD1 inv	AddAB inh
CCC(C)NC(=O)CS(=O)Cc1nc(-c2cccc(OC)c2)oc1C (stereo unspecified)	-16	-3	-1.2	2.1	-1	5	-0.5	4	-12	7	-2.2
Cc1cccc(OCC(=O)NCCCNC(=O)c2ccncc2)c1	-16	1	-2.4	-1.2	-10	26	2.1	1	-1	10	-2.9
Cc1c(Cl)c(=O)oc2cc(OC(C)C)ccc12	5	-2	0.3	0.8	-4	12	2.6	7	4	-1	1.2
Cc1ccc(NCc2n[nH]c(=S)n2-c2ccccc2)cc1Cl	4	7	-0.2	0.4	-9	·	-2.0	-8	·	1	-1.4
CCCCCCCCN1[C@@H](CC(=O)OCC)c2ccc(C(F)(F)F)cc2S1(=O)=O	6	12	2.4	-2.6	-3	21	1.8	-7	-11	-14	-1.9
CCn1nnnc1NC(=O)c1cccc(OC)c1	-9	-4	-1.1	2.2	10	21	-1.9	1	-3	6	2.8
COCc1c(C(=O)OCC(=O)NCCN2C(=O)CSC2=O)oc2ccccc12	6	-3	-2.2	2.9	-10	10	3.2	-5	-10	11	3.0
COC(=O)c1cccc(NC(=O)c2cnn(C)c2)c1	0	5	-1.4	1.8	10	-3	2.7	-2	-2	8	1.3
CC(=O)Nc1cccc(NC(=O)CCCC2CCCCC2)c1	6	-1	0.3	-0.2	-8	44	1.2	-4	124	-1	2.1
Nc1nc(SCC(=O)N2N=C3/C(=C/c4ccco4)CCCC3C2c2ccco2)n[nH]1 (stereo unspecified)	3	13	-1.8	-1.1	3	-6	0.3	9	-13	10	2.6
CCOC(=O)N1CCN(C(=O)COC(=O)c2cccc(C)c2[N+](=O)[O-])CC1	5	4	-1.8	-1.3	-9	-3	2.1	-11	·	7	5.3
CC(C)Cc1[nH]c(=O)c(C#N)c2c1COC(C)(C)C2	15	-3	0.8	1.6	5	-7	2.8	7	7	-5	-1.6
O=C(CN1CCN(c2ccccc2F)CC1)NC(=O)NCc1ccco1	7	-32	-0.9	-0.4	3	11	2.2	-7	-15	5	1.7
COc1ccc(NC(=O)Cc2ccc(Cl)cc2Cl)cn1	-7	-5	-1.8	-0.8	-7	6	-2.5	-1	-7	9	-0.3
CC(C(=O)O)n1nc2ccccc2n1 (stereo unspecified)	-13	-8	-1.5	-0.5	-2	8	-2.2	-6	-10	8	3.1
CN(C(=O)C1CCN(S(=O)(=O)c2cccs2)CC1)C1CCCCC1	-31	-2	-1.2	1.2	13	-11	-0.6	6	-14	7	0.6
CN1CCN(C(=O)c2cc3sccc3n2CC(=O)c2ccccc2)CC1	-16	6	-2.0	-3.0	-4	-12	1.6	5	10	10	-0.3
CCn1c(CSc2nc3ccccc3[nH]2)nc2cc(C(=O)O)ccc21	-16	-1	0.3	-3.1	-11	·	1.4	-6	-2	-2	-0.3
O=C(c1cc(Br)c(Br)s1)N1CCN(c2ccccn2)CC1	-31	5	1.6	1.1	-3	22	1.5	3	3	-9	5.6
CCCCN1C(=O)C(=O)N(CC(=O)Nc2ccc(OC(F)(F)F)cc2)C1=O	2	5	5.8	1.6	-13	10	4.7	-13	5	-30	-2.0
CCOC(=O)CSc1nnc(-c2ccccc2)o1	11	-3	-2.1	0.2	-5	27	-0.5	0	10	13	-1.0
Cc1ccc(-c2csc(NC(=O)C3CSC4(C)CCC(=O)N34)n2)cc1 (stereo unspecified)	-9	-5	-1.8	0.6	3	-1	-0.8	1	134	10	0.8
